Screening data (PubChem BioAssay)
Pin1 inh – blocks the human prolyl isomerase Pin1. Q13526. Pin1 FP peptide displacement, HiFluor488, 10 min. Potency, µM (doses to about 115 µM), for inactives: at the top dose activity, negative = inhibition, usual class: inhibitors. actives 0.009% (n = 390,000); active means well fitted inhibition curve with a large enough effect in the polarisation, with a control signal flat, not every such curve was filed as active; inconclusive means small, poorly fitted or top-dose-only effect, or effect the other way, or a change in a side signal; inactive means no such curve, though single readings can be large or run the other way; the % refers to the polarisation; further: potency means the concentration at half of the fitted maximal effect; on the % scale 0 is the no-effect control and ±100 the full control effect
PI4K2A inh – inhibitors of human PI4K2A | purified PI4K2A, ADP-Glo luminescence, 1 h; stronger effect = lower value | Q9BTU6 | activity change, negative = inhibition, % at 76.9 µM | actives 0.13% (n = 420,000); in the data active means activity change below about -50%; inconclusive means mostly about -30% to -49%;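 further: -100% = wells without enzyme as full effect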
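PI4K2A activity was measured by ADP-Glo luminescence: enzyme (4 ug/mL stock) and phosphatidylinositol (1.2 mM stock) in Tris pH 7.5/MgCl2/EGTA/Triton X-100 buffer were reacted with ATP (300 microM stock) for one hour at ambient temperature.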
IDH1 R132H inh – human IDH1 R132H inhibition | O75874 | IDH1-R132H enzyme, NADPH consumption, diaphorase/resazurin fluorescence | Potency, µM (titrated, usually from 76.6 µM), inactives show at the highest dose activity change, negative = inhibition, usual class: inhibitors | actives 0.093% (n = 390,000) | AID 602179; further: potency means the concentration at half of the fitted maximal effect; on the % scale 0 is the no-effect control and ±100 the full control effect; nearly all actives have a fitted effect of over 65% in size
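IDH1-R132H (0.5 ug/mL dispensed) in pH 7.5 Tris buffer was preincubated 30 min with compound, then given a substrate mix of 0.016 mM NADPH and 2 mM alpha-KG for 80 min at room temperature; remaining NADPH was read by diaphorase/resazurin fluorescence.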
Tb PGK inh – inhibitors of T. brucei phosphoglycerate kinase. P07378. PGK/GAPDH coupled, Kinase-Glo luminescence, 60 min. Potency, µM (top dose mostly 57.5 µM), without a hit: at the top dose activity change, negative = inhibition, most hits filed as inhibitors. actives 0.043% (n = 380,000). AID 602233; further: potency means the concentration at half of the fitted maximal effect; on the % scale 0 is the no-effect control and ±100 the full control effect; nearly all actives have a fitted effect of over 60% in size
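Luminescent ATP detection (Kinase-Glo Plus) follows a 60-minute room-temperature incubation, with wells lacking PGK as controls. Buffer: 100 mM TEA (pH 7.6), 5 mM MgCl2, 0.01% Tween-20. Coupling enzyme GAPDH (100 nM final) supplies unstable 1,3-BPG in-well.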
HP1b chromo inh – inhibitors of HP1-beta chromodomain binding to methylated histone tails; actives 0.56% (n = 390,000); AlphaScreen HP1-beta / biotin-H3K9me3 peptide binding; Potency, µM (highest dose often 114 µM), for the others: at the top dose activity change, negative = inhibition, most hits filed as inhibitors; P83916; further: potency means the concentration at half of the fitted maximal effect; nearly all actives have a fitted effect of over 70% in size; inactives centre near 23
Target sequence (P83916 whole entry, looked up): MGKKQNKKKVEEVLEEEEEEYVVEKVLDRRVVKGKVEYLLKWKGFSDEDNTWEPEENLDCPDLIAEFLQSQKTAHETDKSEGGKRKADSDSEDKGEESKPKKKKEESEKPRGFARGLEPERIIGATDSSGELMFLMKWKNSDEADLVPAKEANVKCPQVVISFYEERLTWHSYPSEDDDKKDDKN
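Compound inhibition of the preformed complex between 50 nM HP1-beta and 50 nM biotinylated H3K9me3 peptide was read by AlphaScreen. Buffer was PBS pH 7.4 with 0.01% Tween-20. Incubations ran 30 min at room temperature, with 10 ug/mL donor/acceptor beads.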
TrxR1 substrate – substrates of rat thioredoxin reductase 1 | O89049 | purified TrxR1 substrate turnover, NADPH consumption readout | Potency, µM (top dose mostly 114 µM), without a hit: at the highest dose activity change, negative = substrate turnover | actives 0.01% (n = 390,000) | AID 588456; further: potency means the concentration at half of the fitted maximal effect; on the % scale 0 is the no-effect control and ±100 the full control effect; nearly all actives have a fitted effect of over 50% in size
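Rat TrxR1, dispensed at 90 nM, was prereduced with 400 uM NADPH (final) for 5 min at ~22 deg C, then incubated with compound 15 min before 400 uM selenite. A first-read NADPH fluorescence drop versus no-compound background flagged substrates.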
GLS inhibitor – glutaminase GLS (human) inhibition | O94925 | GLS enzymatic activity, qHTS titration | Potency, µM (titrated, usually from 45.5 µM), without a hit: top-dose activity change, negative = inhibition, hits mostly inhibitors | actives 0.21% (n = 410,000) | AID 624170; further: potency means the concentration at half of the fitted maximal effect; on the % scale 0 is the no-effect control and ±100 the full control effect
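Assay buffer: 45 mM KH2PO4 pH 8.2, 0.02% Tween-20. hKGA acts on L-glutamine (1 mM solution added); product glutamate is reported by an oxidase/peroxidase Amplex Red coupling, with fluorescence taken at baseline and 30 min.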
USP1 inh – USP1/UAF1 (human) deubiquitinase inhibition. AID 743255. recombinant USP1/UAF1, Ub-Rhodamine cleavage fluorescence. O94782. actives 0.23% (n = 390,000). Potency, µM (series often up to 57.1 µM), inactives show at the highest dose activity change, negative = inhibition, hits mostly inhibitors; further: potency means the concentration at half of the fitted maximal effect; on the % scale 0 is the no-effect control and ±100 the full control effect; nearly all actives have a fitted effect of over 60% in size; inactives centre near -12
Target sequence (O94782 whole entry, looked up): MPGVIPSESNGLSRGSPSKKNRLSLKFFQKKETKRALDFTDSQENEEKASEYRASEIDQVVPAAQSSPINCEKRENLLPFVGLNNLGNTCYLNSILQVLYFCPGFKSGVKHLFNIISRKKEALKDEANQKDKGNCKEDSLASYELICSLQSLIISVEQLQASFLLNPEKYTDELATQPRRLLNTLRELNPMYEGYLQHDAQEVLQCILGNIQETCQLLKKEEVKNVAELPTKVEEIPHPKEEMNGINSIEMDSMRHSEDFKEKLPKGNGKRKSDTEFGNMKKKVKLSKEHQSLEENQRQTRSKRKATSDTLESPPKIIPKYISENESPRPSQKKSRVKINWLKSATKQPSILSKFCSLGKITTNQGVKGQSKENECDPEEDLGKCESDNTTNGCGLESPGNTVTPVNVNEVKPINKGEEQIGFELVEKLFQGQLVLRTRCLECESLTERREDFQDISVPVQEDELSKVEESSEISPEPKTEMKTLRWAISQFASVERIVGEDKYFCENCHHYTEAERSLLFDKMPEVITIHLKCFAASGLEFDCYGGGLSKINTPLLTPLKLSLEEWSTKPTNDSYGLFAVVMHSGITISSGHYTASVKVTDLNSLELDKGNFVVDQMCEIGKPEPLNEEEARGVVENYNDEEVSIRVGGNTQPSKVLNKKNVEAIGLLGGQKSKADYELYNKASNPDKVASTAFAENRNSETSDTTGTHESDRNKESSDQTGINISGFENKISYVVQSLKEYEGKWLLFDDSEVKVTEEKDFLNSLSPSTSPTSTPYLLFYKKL
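In this screen, compounds sit with the deubiquitinase complex (1nM) for 15 min at room temperature before Ub-Rho is added at 150nM final. Fluorescence rise is then followed for 6 reads every 60 seconds.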
TrxR1 inh – inhibitors of rat thioredoxin reductase 1. recombinant rTrxR1, NADPH fluorescence consumption, selenite substrate. Potency, µM (series often up to 114 µM), for the others: at the highest dose activity change, negative = inhibition, usual class: inhibitors. actives 1% (n = 390,000). AID 588453; further: potency means the concentration at half of the fitted maximal effect; on the % scale 0 is the no-effect control and ±100 the full control effect; nearly all actives have a fitted effect of over 65% in size
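Rat TrxR1 (90 nM in the dispensed reagent) was pre-reduced with 400 uM NADPH for 5 min at room temperature, then incubated with compound for 15 min. After 400 uM selenite was added, NADPH fluorescence (Ex 340/Em 450 nm) was followed for 8 min.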
The depositor's hits bear a star; i = inactive; ? = inconclusive; nt = not tested or not shown; [ ] = dose if it differs, or a comment. Unless noted, the call rests on the fitted dose curve; in most records, active means well fitted curve in the direction sought with a large enough effect; inconclusive means small, poorly fitted or top-dose-only effect, or another doubt; inactive means no such curve, though single readings can be large; an effect the other way counts as inactive or inconclusive. Only part of the results is shown, so the mix of outcomes need not match the whole.

SMILES	Pin1 inh	PI4K2A inh	IDH1 R132H inh	Tb PGK inh	HP1b chromo inh	TrxR1 substrate	GLS inhibitor	USP1 inh	TrxR1 inh
CCC(C)N(C(=O)c1csnn1)C(C(=O)NC1CCCC1)c1ccccc1F (configuration not stated)	-9.1%	-0.1	0.0%	i	17.7%	7.8%	0.9%	-20.0%	27.8%
Cc1nc(C(C)NC(=O)c2ccc(OC3CCN(Cc4ccccn4)CC3)cc2)c(C)s1 (configuration not stated)	1.7%	-1.3	0.0%	4.7%	58.6%[activator]	10.9%[57.1 µM]	-1.1%	?	26.2%[57.1 µM]
COc1ccccc1-c1nc(N)n[nH]1	-4.7%	2.4	-5.6%	4.1%	50.2%[activator]	13.1%	1.4%	-26.0%	-2.3%
COc1ccc(-n2c(C)nc3c(cnn3-c3ccc(C)c(C)c3)c2=O)cc1Cl	2.7%	1.8	9.8%	-5.0%	35.5%	2.6%	6.2%	-18.2%	18.3%
CCCN1C(=O)C(Cc2nc3ccccc3c(=O)n2-c2ccc(OC)cc2)c2cc(C)ccc21 (configuration not stated)	-3.3%	-6.4	nt	nt	0.7%	-5.3%	4.3%	-22.9%	17.7%
CN(Cc1ccccc1)C(=O)c1cccc(NC(=O)C2CCCN(C(=O)OC(C)(C)C)C2)c1 (configuration not stated)	-4.5%	1.1	3.8%	2.5%	42.0%[activator]	-5.4%	1.5%	-24.3%	10.0%
CCOC(=O)CC(=O)CSc1nc(C)nc2c1oc1ccccc12	16.6%	-12.6	-1.2%	-4.5%	32.2%	4.4%	12.6%	-31.2%	1.8%
O=S(=O)(c1ccccc1Br)N1CCN(c2nc(-c3cccs3)nc3ccccc23)CC1	-2.4%	nt	nt	nt	36.8%	18.0%	nt	nt	20.6%
O=C1C(O)CCN1C1CCCCC1 (configuration not stated)	-3.8%	-3.6	1.7%	-5.1%	8.0%	13.8%[57.1 µM]	1.6%	-5.4%	24.7%[57.1 µM]
O=C(Oc1cccc(OC(=O)c2ccco2)c1)c1ccco1	-8.4%	-0.9	-9.9%	0.2%	45.2%[activator]	-6.3%	0.3%	-17.4%	12.5%
CCCNC(=S)NC1CC2CCCC(C1)N2CC(C)C (configuration not stated)	-2.9%	1.8	0.0%	nt	30.4%	1.5%[57.1 µM]	9.5%	-3.1%	-0.3%
Cc1cccc(C)c1NC(=O)NCCc1c[nH]c2ccccc12	-13.4%	2.0	19.9%	5.4%	5.4%	-1.7%	22.8%	-14.6%	9.9%
O=C(Cc1ccc(F)cc1)NC1CC(=O)N(c2ccccc2)C1 (configuration not stated)	4.8%	-4.6	-0.1%	0.3%	-1.9%	2.7%[57.1 µM]	8.0%	-3.8%	11.7%[57.1 µM]
O=C(CSc1ccccc1)NNC(=O)c1ccccc1O	-2.6%	0.1	2.5%	-0.3%	41.6%[activator]	3.2%	6.5%	-9.4%	24.0%
COc1cc(/C=N/Nc2nc(C)cc(=O)[nH]2)ccc1O	3.7%	-5.0	11.6%	-7.7%	44.7%[activator]	-5.8%	42.9%[activator]	-26.1%	-7.9%
O=C(NC1CC1)c1ccc2snnc2c1	0.3%	1.8	1.9%	-11.4%	35.1%	-6.5%	-24.0%	-16.2%	4.6%
Cn1c(=O)n(CC(=O)OCc2ccccc2)c(=O)c2c1nc1n2CCCN1C1CCCCC1	-0.8%	2.4	1.7%	-1.4%	22.2%	0.5%	2.0%	3.3%	23.6%
CCN(CC)c1ccc(C=NCCc2ccc(S(N)(=O)=O)cc2)cc1	15.4%	4.8	-0.7%	6.4%	42.2%[activator]	-10.3%	20.4%	-7.6%	-9.2%
COc1cc2ccccc2cc1C(=O)N(CCN(C)C)c1nc2ccc(Br)cc2s1	2.7%	-1.6	-2.4%	2.0%	?	-3.0%	7.8%	-9.1%	27.2%
COc1ccc(C2/C=C\CN(C(=O)c3ccc(C)cc3)C(C)C(=O)N2Cc2ccc(F)cc2)cc1 (configuration not stated)	-2.7%	nt	nt	nt	1.3%	-3.6%	nt	nt	0.0%
O=C(N/N=C/c1ccc(OC(F)F)cc1)C1=COCCO1	-1.2%	-13.5	5.0%	-2.1%	45.7%[activator]	-11.9%	-0.2%	-12.4%	0.0%
CC(Oc1ccccc1)C(=O)NC1=NCCS1 (configuration not stated)	-4.1%	-4.9	-3.0%	-3.5%	17.7%	-1.6%[57.1 µM]	4.5%	-10.0%	1.4%[57.1 µM]
O=C(NC1CCCCCCC1)c1c(Cl)cccc1Cl	0.0%	-2.6	-8.1%	2.0%	39.0%	-0.3%	5.8%	-2.3%	27.9%
Nn1c(SCC(=O)N2CCOCC2)nnc1-c1ccc(Cl)cc1Cl	1.8%	0.5	5.5%	-4.8%	49.8%[activator]	1.4%[57.1 µM]	-4.5%	-4.1%	-2.0%[57.1 µM]
CCCCN(c1ccccc1)S(=O)(=O)N(C)C	-14.2%	-1.4	11.4%	i	66.3%[activator]	-14.4%[57.1 µM]	-9.9%	-18.4%	32.2%[57.1 µM]
COc1ccc(N/C=C/C(=O)C(C)(C)C)cc1	1.7%	5.6	9.1%	i	18.9%	-12.3%	-1.9%	-11.1%	8.9%
CCC(=O)Nc1ccc(Nc2nc(C)c([N+](=O)[O-])c(Nc3ccc(NC(=O)CC)cc3)n2)cc1	-4.0%	-0.6	1.7%	-10.3%	10.8%	-9.1%	0.8%	-16.5%	10.4%[57.1 µM]
Cc1nn(CC(=O)NCCN2CCCCC2C)c(=O)c2cc(-c3ccccc3)nn12 (configuration not stated)	-5.3%	-2.8	-2.2%	-8.1%	36.5%	-3.5%	-3.5%	-22.8%	7.1%
COc1ccc(NC(=O)CSC2=Nc3ccccc3C3=NC(CC(=O)NCc4ccccc4OC)C(=O)N23)cc1Cl (configuration not stated)	96.0%[activator]	0.1	16.6%	-9.4%	26.8%	-4.8%	-14.8%	-18.3%	3.7%
CC(CN(C)Cc1ccccc1)OC(=O)c1cccc(F)c1 (configuration not stated)	-2.2%	-0.2	2.6%	-2.7%	64.3%[activator]	-4.5%	2.2%	-0.3%	-3.2%
CNC(=S)NNc1ccccc1[N+](=O)[O-]	-11.3%	-3.0	9.1%	-1.7%	-33.3%	-11.7%	?	-14.3%	2.2%[57.1 µM]
O=C(/C(C=Nc1cc2c(oc1=O)CCCC2=O)=C(\O)c1ccccc1)c1ccccc1	-2.4%	-0.7	6.5%	-9.2%	-4.8%	-9.7%	2.4%	-26.5%	-9.6%
COc1ccc(Cc2nnc(SCC(=O)Nc3ccc(C)cc3C)[nH]c2=O)cc1	-1.2%	4.2	-3.6%	0.3%	12.4%	-2.3%	15.7%	-1.6%	2.9%
CCOC(=O)C1CCN(CCC(=O)Nc2cccc(Cl)c2C)CC1	1.3%	3.5	-3.8%	-7.0%	7.9%	12.0%	-0.6%	-15.3%	22.9%
COc1cc(C(=O)O)ccc1Cl	1.5%	-12.6	10.6%	-8.0%	71.6%[activator]	7.1%	5.2%	-4.1%	9.7%
C[C@@H]1CN([C@H](C)CO)S(=O)(=O)c2ccc(C#Cc3ccccc3F)cc2O[C@@H]1CN(C)C(=O)Cc1ccccc1	nt	4.8	-8.2%	-12.0%	nt	nt	3.0%	-30.3%	nt
Cc1ccc(C)c(OCCn2nnc3ccccc32)c1	1.1%	-1.8	-5.5%	-9.2%	73.0%[activator]	-8.8%	-1.3%	-10.9%	10.0%
Cc1c(O)ccc(/C=N/Nc2ncccc2[N+](=O)[O-])c1O	0.9%	?	0.5%	-16.2%	-1.9%	-2.3%[57.1 µM]	-25.1%	-9.6%	15.2%[57.1 µM]
CC(Oc1ccc(Cl)cc1Cl)C(=O)Nc1ncccn1 (configuration not stated)	-1.6%	5.8	2.3%	-3.9%	29.4%	0.8%	-10.9%	-16.5%	14.4%
C/C(=N/NC(=O)c1nnn(-c2nonc2N)c1COc1ccccc1)c1ccc(O)cc1	11.6%	-0.5	5.1%	-7.7%	21.5%	-1.4%	14.1%	-8.2%	18.1%
CN1CCC(CN)(N2CCN(c3ccccc3)CC2)CC1	2.2%	0.2	1.7%	nt	4.2%	3.2%	30.1%[activator]	-10.0%	12.1%
COc1cc(C(=O)OCc2cc3ccccc3[nH]c2=O)cc(OC)c1OC	0.6%	-1.0	-0.1%	i	22.4%	-1.5%	2.1%	-30.4%	0.4%
Cc1cn2c(=O)cc(COC(=O)c3ccc(NC(=O)c4ccccc4C)cc3)nc2s1	19.8%	0.5	1.2%	-4.8%	8.3%	6.7%[57.1 µM]	0.5%	-16.6%	16.2%[57.1 µM]
